Compound activity as filed in PubChem BioAssay.
HCMV antiviral = blocks human cytomegalovirus replication | HFF cells, HCMV-luciferase reporter, 72 h; active compounds read low | activity change, negative = inhibition, % at 57.5 µM | hit rate 4.5% among 410,000; in the data active = activity change below about -60%; inconclusive = no clear call, values can overlap the other calls; inactive = above about -39%
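Two-dose cell screen: HFF monolayers treated with compounds and infected with luciferase-expressing HCMV at 1 PFU/cell, 72 h at 37C, then lysed for luciferase measurement.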
AMA1 RON2 block = inhibitors of Plasmodium falciparum AMA1-RON2 interaction. AlphaScreen AMA1-biotinylated RON2 peptide binding. Potency, µM (series often up to 58.2 µM), inactives show at the highest dose activity change, negative = inhibition, actives largely listed as inhibitors. hit rate 0.2% among 360,000. AID 720542;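 also: potency is read from the fitted curve at half-maximal effect; 0% = vehicle wells and -100% = peptide control; nearly all actives have a fitted effect of over 45% in size; some results filed as inactive show a strong effect at the top dose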
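AMA1 (3D7) with his tag at 25 nM final met compounds first, then biotinylated RON2 peptide at 25 nM; detection used donor plus acceptor beads, 10 µg/mL apiece, read by AlphaScreen after 30 min at room temperature.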
AmpC inh detg = AmpC beta-lactamase inhibition with detergent present. P00811. AmpC hydrolysis of nitrocefin, absorbance 480 nm, 0.01% Triton. Potency, µM (series often up to 114 µM), without a hit: top-dose activity change, negative = inhibition, actives largely listed as inhibitors. hit rate 0.041% among 370,000;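 also: potency is read from the fitted curve at half-maximal effect; 0% = no-compound wells and -100% = no-enzyme wells; nearly all actives have a fitted effect of over 25% in size; some results filed as inactive show a strong effect at the top dose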
Target sequence (P00811 whole entry, looked up): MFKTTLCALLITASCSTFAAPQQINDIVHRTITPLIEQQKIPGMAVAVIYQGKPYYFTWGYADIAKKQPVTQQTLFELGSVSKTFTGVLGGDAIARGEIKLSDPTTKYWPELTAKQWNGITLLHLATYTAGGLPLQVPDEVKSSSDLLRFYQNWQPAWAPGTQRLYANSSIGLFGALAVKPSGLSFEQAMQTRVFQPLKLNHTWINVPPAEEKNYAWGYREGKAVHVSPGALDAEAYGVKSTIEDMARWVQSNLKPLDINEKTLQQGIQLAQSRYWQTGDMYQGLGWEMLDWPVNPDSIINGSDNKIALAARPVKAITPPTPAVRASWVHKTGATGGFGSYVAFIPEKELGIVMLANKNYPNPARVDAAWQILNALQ
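AmpC (5.3 nM in the dispensed reagent) in 20 mM phosphate pH 7.0 with 0.01% (detergent screen) or 0.0001% Triton X-100 was preincubated with compounds for 15 min at room temperature. Nitrocefin was then added from an 800 uM solution, and hydrolysis was followed at 480 nm.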
HCV inh = HCV inhibition | Potency, µM (top dose mostly 41.8 µM), inactives show at the highest dose activity change, negative = inhibition, most hits filed as inhibitors | hit rate 3.4% among 340,000 | Huh7.5.1 HCVcc-Cre infection, luciferase reporter, 44 h; also: potency is read from the fitted curve at half-maximal effect
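Infectious HCV cell culture screen: compound-treated cells (1,000/well, pre-plated 4 h) are infected with HCVcc-Cre at roughly 0.5 moi and grown 44 h. Infection is quantified by luciferase signal after 15 min substrate incubation at room temperature.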
AmpC inh no detg = AmpC beta-lactamase inhibition without detergent | AID 485341 | hit rate 0.52% among 330,000 | P00811 | Potency, µM (top dose mostly 57.1 µM), without a hit: at the highest dose activity change, negative = inhibition, usual class: inhibitors | AmpC nitrocefin hydrolysis, absorbance 480 nm, 0.0001% Triton;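 also: potency is read from the fitted curve at half-maximal effect; plate controls were no compound for no effect and no enzyme for full effect; nearly all actives have a fitted effect of over 20% in size; some results filed as inactive show a strong effect at the top dose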
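20 mM phosphate pH 7.0 + 0.01% (detergent screen) or 0.0001% Triton X-100; 5.3 nM AmpC reagent; cpd preinc 15 min RT; nitrocefin (800 uM stock) to start; A480 q20 s × 4 min; Activity was normalised to no-enzyme and no-compound control wells.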
Tb PYK inh = inhibitors of Trypanosoma brucei pyruvate kinase | Q57TT1 | TbPYK enzyme, Kinase-Glo Plus ATP luminescence, 45 min | Potency, µM (top dose mostly 76.8 µM), without a hit: top-dose activity, negative = inhibition, usual class: inhibitors | hit rate 0.12% among 410,000 | AID 624173; also: potency is read from the fitted curve at half-maximal effect; nearly all actives have a fitted effect of over 50% in size
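Luminescence from Kinase-Glo Plus, added after a 45-minute room-temperature reaction, served as the end-point read-out. The enzyme and substrate were preincubated with compound before ADP (130 uM final) initiated turnover. Concentration-effect curves came from normalized qHTS data.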
LmPK inhibitor = inhibitors of Leishmania mexicana pyruvate kinase. Q27686. purified LmPK, Kinase-Glo ATP luminescence, 1 h. Potency, µM (titrated, usually from 57.5 µM), inactives show at the top dose activity change, negative = inhibition, usual class: inhibitors. hit rate 0.37% among 290,000. AID 1721; also: potency is read from the fitted curve at half-maximal effect
Target sequence (Q27686 whole entry, looked up): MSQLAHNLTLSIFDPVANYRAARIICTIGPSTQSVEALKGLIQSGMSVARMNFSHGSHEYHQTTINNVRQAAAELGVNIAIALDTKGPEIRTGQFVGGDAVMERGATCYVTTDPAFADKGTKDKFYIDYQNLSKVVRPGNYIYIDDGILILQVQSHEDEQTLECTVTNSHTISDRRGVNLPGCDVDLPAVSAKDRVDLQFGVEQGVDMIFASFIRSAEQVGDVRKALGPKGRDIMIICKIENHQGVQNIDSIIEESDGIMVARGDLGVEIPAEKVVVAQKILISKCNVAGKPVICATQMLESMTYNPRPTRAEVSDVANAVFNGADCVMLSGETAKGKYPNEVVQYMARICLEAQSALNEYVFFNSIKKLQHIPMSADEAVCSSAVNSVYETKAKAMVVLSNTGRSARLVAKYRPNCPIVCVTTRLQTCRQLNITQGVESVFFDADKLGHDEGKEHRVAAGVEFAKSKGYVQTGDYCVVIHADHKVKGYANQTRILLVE
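qHTS format; LmPK 0.1 nM; substrates PEP 0.5 mM and ADP 0.1 mM. One-hour room-temperature incubation, then coupled luciferase luminescence; 0.5 nM enzyme wells mark activation.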
An asterisk follows results filed as active; ? = inconclusive; · = no result given; & = joins results of further samples; [ ] = remark or other dose. Unless noted, calls follow the shape of the dose curve; as a rule, active = well fitted curve in the direction sought with a large enough effect; inconclusive = small, poorly fitted or top-dose-only effect, or another doubt; inactive = no such curve, though single readings can be large; an effect the other way counts as inactive or inconclusive. Unless noted, % is scaled to controls: 0 for no effect and ±100 for the full control effect. The order is random; overall some 7.5% were active at least once.

SMILES	HCMV antiviral	AMA1 RON2 block	AmpC inh detg	HCV inh	AmpC inh no detg	Tb PYK inh	LmPK inhibitor
COc1cc2cc(C(c3nnnn3C3CCCC3)N(C)C3CCCCC3)c(=O)[nH]c2cc1OC (stereo unspecified)	-26	-6%	1%	?	180%[activator]	-1%	4%
O=C(OCC(=O)N1CCN(c2ccccc2)CC1)c1cc(F)c(F)cc1Cl	-11	18%	·	·	·	-3%	·
O=C1CC(N2CCC(c3nc4ccccc4o3)CC2)C(=O)N1Cc1cccs1 (stereo unspecified)	-36	-9%	?	0%	23%	-4%	1%
COc1cc([C@@H]2C[C@H]3CN(c4ccccc4)C(=O)[C@]34CCCN24)cc(OC)c1OC	?	-1%	-5%	-27%	45%	-13%	1%
COc1ccccc1NC(=O)Cn1cnc2sc(C(=O)NCc3ccco3)c(C)c2c1=O	27	-2%	-5%	-15%	-7%	1%	1%
Cc1ccc(C2CC(=O)Nc3c2ccc2ccccc32)cc1[N+](=O)[O-] (stereo unspecified)	-35	-21%	-3%	?	-26%	4%	2%
CCc1nnc(NC(=O)c2ccc(S(=O)(=O)N3CCCC(C)C3)cc2)s1 (stereo unspecified)	-2	-10%	1%	-3%	-14%	-1%	0%
COCCNc1nc(Nc2ccccc2Cl)c2sc(-c3ccccc3)cc2n1	?	8%	·	·	·	4%	·
COc1ccc(S(=O)(=O)N2N=C(c3ccc(NS(C)(=O)=O)cc3)CC2c2ccco2)cc1 (stereo unspecified)	-25	-9%	1%	4%	-15%	-10%	7%[11.5 µM]
Cc1ccc(S(=O)(=O)c2ccc(Cl)cc2)cc1S(=O)(=O)NC(C)C(=O)O (stereo unspecified)	-8	-10%[2.32 µM]	?	3%	-13%	-8%	3%
CCCCN1C(=O)C(CC(=O)NCc2cccs2)CC(C(=O)N2CCCCCC2)=C1C (stereo unspecified)	-10	10%	·	·	·	1%	·
C=CCN1C(=O)[C@@H]2Cc3c([nH]c4ccccc34)C(c3ccc(O)cc3)N2C1=S (stereo partly specified)	·	-6%	4%	?	-32%	0%	-4%

The closing three records of the part before come first, to join the parts.
SMILES	HCMV antiviral	AMA1 RON2 block	AmpC inh detg	HCV inh	AmpC inh no detg	Tb PYK inh	LmPK inhibitor
Cc1ccc(S(=O)(=O)c2ccc(Cl)cc2)cc1S(=O)(=O)NC(C)C(=O)O (stereo unspecified)	-8	-10%[2.32 µM]	?	3%	-13%	-8%	3%
CCCCN1C(=O)C(CC(=O)NCc2cccs2)CC(C(=O)N2CCCCCC2)=C1C (stereo unspecified)	-10	10%	·	·	·	1%	·
C=CCN1C(=O)[C@@H]2Cc3c([nH]c4ccccc34)C(c3ccc(O)cc3)N2C1=S (stereo partly specified)	·	-6%	4%	?	-32%	0%	-4%
COc1ccccc1N1CCN(Cc2ccc(Br)cc2)CC1	-22	-10%	-13%	?	23%	-1%	23%
CCOc1ncccc1C(=O)NC(C)CCc1ccccc1 (stereo unspecified)	?	3%	-1%	-7%	1%	5%	-4%
COc1cc(OC)c(NC(=O)c2cnn(-c3ccccc3)c2-n2cccc2)cc1Cl	-13	·	16%	·	·	1%	·
COc1ccc(CC(=O)NC2CC(=O)N(c3cccc(F)c3)C2)cc1 (stereo unspecified)	?	·	0%	·	·	3%	·
O=C(CCC1CCCC1)Nc1ccc([N+](=O)[O-])cn1	-12	0%	?	1%	-16%	-6%	0%
CCc1ccc(CN(C)Cc2nc(COc3ccccc3)no2)nc1	43	18%	7%	?	30%	0%	0%
Cc1ccc(S(=O)(=O)Cc2ccc(C(=O)NCc3cccs3)o2)cc1	44	3%	-5%	-11%	0%	-3%	-3%
CCCNC(=O)C1(C)CCCN(C(=O)c2cccc(OC(C)=O)c2C)C1 (stereo unspecified)	-24	2%	·	·	·	0%	·
COc1ccc(C2NC(=O)NC(C)=C2C(=O)OC2CCCC(C)C2)cc1 (stereo unspecified)	-15	-14%	?	?	-6%	5%	1%
O=C(Oc1cccc2cccnc12)c1cccc([N+](=O)[O-])c1	7	71%[activator]	7%	10%	-5%	4%	-2%
Cc1ccc(C)c(N2CCN(S(=O)(=O)c3ccc(-c4cc(C)no4)s3)CC2)c1	9	-4%	-2%	-26%	-27%	-2%	-11%
Nc1ccccc1C(=O)NNC1=C(C(=O)C(F)(F)F)CCC1	-85*	54%[activator]	-12%	?	-35%	0%	0%
Cn1c(O)c(N=NC(=O)c2cc(-c3cccs3)nc3ccccc23)c2ccccc21	-9	-3%	0%	?	-32%	4%	0%
COc1ccc(C(=O)N2CCN(c3cccc(Cl)c3)CC2)cc1	-19	-3%	3%	-10%	40%	-1%	4%
Cc1cc(-c2onc(C)c2C(N)=O)no1	-1	-10%	-7%	18%	-16%	2%	-2%
CC(/C=C1\SC(=S)N(C(C(=O)O)c2ccccc2)C1=O)=C\c1ccccc1 (stereo unspecified)	-27	11%	-7%	23%	-32%	3%	4%
COc1ccc(CN(C)C(C)C(=O)N(C)CC(=O)Nc2ccc(C)cc2)cc1F (stereo unspecified)	?	-1%	2%	-13%	97%[activator]	1%	·
COc1ccc(-c2ccc(OC)c([C@H]3[C@H]4C=CC[C@@H](C)[C@@H]4C(=O)N3Cc3ccccc3)c2)cc1C	-11	-7%	0%	3%	-24%	-5%	4%
C#CCN(C[C@@H]1[C@@H](OC(=O)NCc2ccccc2F)[C@@H](OC(=O)NCc2ccccc2F)Cn2c(=O)n(CCCCCC)c(=O)n21)S(=O)(=O)c1ccc(C)cc1	-15	-11%	·	·	·	1%	·
COC(=O)[C@]1(Cc2ccccc2)N[C@H](CN(C)C(=O)COc2ccccc2)[C@@H]2C(=O)N(C)C(=O)[C@@H]21	-12	-6%	·	2%[8.37 µM]	55%	2%	·
CN(Cc1ccccc1)C(=O)CN1C(=O)C2C3C=CC(C3)C2C1=O (stereo unspecified)	10	3%	-6%	2%	-24%	-12%	1%
CCNC(=O)C1(C)CCN(C(=O)c2ccc(F)cc2Cl)C1 (stereo unspecified)	8	-1%	·	·	·	-9%	·
CCOc1ccc(C(=O)N[C@H](C(=O)N2CCN(c3ncccn3)CC2)C(C)C)cc1	-2	5%	·	·	·	2%	·
Cc1cnc(NC(=O)C2CC(=O)N(c3ccc4c(c3)OCCO4)C2)s1 (stereo unspecified)	3	-11%	·	18%	-21%	-3%	·
Cc1cccc(-c2oc3ccc(-c4ccc5c(c4)OCO5)cc3c2C(=O)OCc2ccc(O)cc2)c1	?	22%	-3%	11%	-10%	-2%	-6%
CCC1CCCCN1CCCNC(=O)Cn1nc(-c2ccc(C)cc2)ccc1=O (stereo unspecified)	-71*	-1%	1%	?	12%	0%	6%
CSc1cccc(NC(=O)c2ccccn2)c1	·	·	3%	·	-12%	·	-24%
CC(C)(C)N=C1NN=C(c2ccc(Cl)cc2)CS1	?	48%[activator]	-4%	10µM*	?	-4%	-5%
CN(C(=O)c1ccc(NC(=O)Cc2cccc([N+](=O)[O-])c2)cc1)C1CC1	-22	1%	3%	5%	-12%	1%	·
Cc1ccc(S(=O)(=O)N2CCCc3cc(NC(=O)c4ccc(F)c(F)c4)ccc32)cc1	-18	·	-2%	·	·	3%	·
Nc1nc(SCC(=O)Nc2ccc3c(c2)OCO3)n[nH]1	-25	-23%	1%	-25%	-16%	-2%	-2%
COc1ccc(C(NC(=O)C(C)(C)C)NC(=O)C(C)(C)C)cc1	56	14%	-11%	5%	2%	1%	0%
O=C(CN1CCCCCC1=O)N1CCN(S(=O)(=O)c2cccs2)CC1	44	-1%	1%	4%	-16%	2%	1%
COc1ccc(OC)c(NC(=O)c2cccnc2Sc2ccccc2)c1	-32	-2%	-4%	21%	-15%	-2%	-2%
Cc1ccc(Cl)cc1NC(=O)CNCC(c1ccccc1)N(C)C (stereo unspecified)	4	53%[activator]	5%	3%	29%	10%	-10%
C/C(=N\NC(=O)c1ccccc1)c1ccc(N2CCOCC2)cc1	30	32%[activator]	-6%	?	-6%	2%	-1%
O=c1[nH]c(O)c(/C=C2/C=CC(c3cc(Cl)ccc3Cl)=N2)c(=O)[nH]1	0	11%	1%	32µM*	-19%	-7%	4%
Cc1cccc(NC(=O)NNC(=O)c2sccc2-n2cccc2)c1	-8	35%[activator]	-12%	-8%	-50%	2%	0%
Cc1cc(C(F)(F)F)c(C#N)c(SCC(=O)Nc2nc3cc(Br)ccc3s2)n1	?	-7%	14%	0%	-39%	-3%	2%
CCN1CCN(C(=O)Nc2cccc(C(F)(F)F)c2)CC1	20	1%	1%	-11%	0%	-7%	0%
O=C(Nc1ccc(F)cc1)c1nc2c(nnn2Cc2cccc3ccccc23)c(=O)[nH]1	-37	100%[activator]	7%	25%	-37%	-12%	-2%
O=C(CSc1nnc(-c2ccco2)o1)c1ccc[nH]1	-14	49%[activator]	-2%	?	-45%	1%	-2%
CCN(CC)c1cc2c(cc1F)c(=O)c(S(=O)(=O)c1ccc(C)cc1)cn2Cc1ccc(F)cc1	3	·	18%	·	·	1%	·
O=C(O)CSCc1nc2scc(-c3ccccc3)c2c(=O)[nH]1	29	3%	5%	11%	-29%	4%	4%
COc1cccc2cc(C(=O)NC3CC(C)(C)NC(C)(C)C3)c(=O)oc12	·	-15%	·	5%	·	-2%	·
Cc1nc(C)c(-c2nnc(-c3cccc(S(=O)(=O)N(C)C)c3)o2)cc1C(=O)NN	40	19%	2%	?	1%	4%	0%
CCn1c(CCC(=O)N(C)CC(=O)Nc2cccc(F)c2)nc2cc(S(=O)(=O)N(C)C)ccc21	-3	-12%	?	16%	61%[activator]	2%	·
CCCCC(c1nnnn1CS(=O)(=O)c1ccc(C)cc1)N1CCN(c2ccccc2)CC1 (stereo unspecified)	-32	-9%	0%	0%&1%	-23%	5%	1%
O=C(c1nc2n(n1)C(c1ccc(Cl)cc1)C=C(c1ccccc1)N2)N1CCOCC1 (stereo unspecified)	-3	29%	-1%	-14%&14%	25%	-2%	8%
CC(=O)Nc1ccc(NC2CCCCC2NS(=O)(=O)c2ccc(Cl)cc2)cc1 (stereo unspecified)	-6	-8%	-9%	-13%	-6%	-13%	0%
O=C(N/N=C/c1oc(O)c2ccccc12)c1ccccc1	16	19%	?	2%	-3%	-11%	-5%
Cc1noc(C)c1S(=O)(=O)N(CC(=O)N1CCCC1)c1ccc(C(C)C)cc1	-23	11%	-13%	-6%	80%[activator]	-6%	4%
